STAT3 act: activators of IL-6 induced STAT3 signaling; AID 871; activation (% of control), % at 5.6 µM; U3A cells, IL-6 STAT3-luciferase reporter, luminescence; 100% = signal with IL-6 EC80 alone; hit rate 0.91% among 190,000;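 active means activation above the screen-wide mean of compound activation plus 3 SD, cut at about 130% in these data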;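 further: 0% = background luminescence of wells with medium and substrate only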
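Test system: STAT3-luciferase reporter U3A cells; Detection: reporter luminescence signal; Times: 1 h compound pre-exposure, 6 h IL-6 stimulation, 37 °C; Benchmarks: IL-6-only high control; Also added: IL-6 stimulus at 33 ng/mL final.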
APP 5'UTR act: APP 5'UTR luciferase reporter activation. SH-SY5Y APP 5'UTR luciferase reporter, luminescence; zero percent = DMSO vehicle wells. activation, % at 2 µM. hit rate 1% among 190,000. AID 1276;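 active means activation above a set limit, based on mean plus 3 SD of controls, cut at about 140% in these data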; further: values of inactives mirror those of a sister screen read the other way
NF-kB expr up: raises NF-kB expression in human neuronal cells; NF-kB reporter expression; active compounds read high; fold change at 12.5 µM; hit rate 1.6% among 190,000; AID 1239; in the data active means fold change above about 3.3
Hsp70 activator: transcriptional activators of Hsp70 | activation, % at 10 µM | hit rate 0.04% among 200,000 | HeLa Hsp70 promoter luciferase reporter, luminescence; scaled: vehicle 0, proteasome-inhibitor control 100%;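 active means activation above the mean across all tested compounds plus 3 SD, cutoff set per campaign, cut at about 5.5% in these data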;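 further: 100% = MG132 at 30 µM as the positive control and 0% = DMSO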
STAT3 blocker: STAT3 signaling inhibition | U3A cells, IL-6 STAT3-luciferase reporter, luminescence; host cell line lacks STAT1 | hit rate 0.89% among 190,000 | inhibition, % at 5.5 µM;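 active means inhibition above the mean inhibition across all screened compounds plus 3 SD, cut at about 44% in these data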;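 further: 0% = DMSO only wells and 100% = 100 µM nifuroxazide control wells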
APP 5UTR inh: APP translation inhibition | AID 1285 | SH-SY5Y APP 5'UTR-luciferase reporter, luminescence | hit rate 0.82% among 190,000 | inhibition, % at 2 µM;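 active means inhibition above a set limit, derived from the sample mean plus 3 SD, cut at about 45% in these data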; further: values of inactives mirror those of a sister screen read the other way
FLuc inhib CS: inhibits firefly luciferase, flagging false hits in luciferase inhibition screens. ATPLite firefly luciferase biochemical luminescence, 10 min. hit rate 1.5% among 200,000. inhibition, % at 10 µM. P08659;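 active means inhibition above about 50% when tested at 10 µM, limit read from the data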
Target sequence (P08659 whole entry, looked up): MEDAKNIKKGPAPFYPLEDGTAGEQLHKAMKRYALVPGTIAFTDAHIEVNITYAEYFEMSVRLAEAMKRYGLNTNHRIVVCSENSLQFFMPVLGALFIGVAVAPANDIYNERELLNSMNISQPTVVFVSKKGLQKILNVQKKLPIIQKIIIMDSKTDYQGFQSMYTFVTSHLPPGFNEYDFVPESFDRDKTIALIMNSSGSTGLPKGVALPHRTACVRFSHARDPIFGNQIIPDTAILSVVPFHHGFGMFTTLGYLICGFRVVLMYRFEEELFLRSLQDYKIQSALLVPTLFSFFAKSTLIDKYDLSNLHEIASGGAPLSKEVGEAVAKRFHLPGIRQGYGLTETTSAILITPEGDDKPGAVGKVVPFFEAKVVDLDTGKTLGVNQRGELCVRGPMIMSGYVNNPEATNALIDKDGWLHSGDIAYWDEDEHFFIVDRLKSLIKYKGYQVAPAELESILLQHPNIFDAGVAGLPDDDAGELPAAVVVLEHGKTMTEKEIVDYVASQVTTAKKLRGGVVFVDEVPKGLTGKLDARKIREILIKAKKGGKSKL
RAM network inh: yeast RAM network inhibition; S. cerevisiae dse1pr::URA3 reporter, 5-FOA growth OD615, 2 d; analog-sensitive cbk1-as2 kinase mutant strain; inhibition, % at 50 µM; hit rate 1.8% among 190,000;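 active means inhibition above a set limit, 3 SD over mean compound inhibition, cut at about 8.4% in these data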;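 further: 0% = DMSO-only wells with no growth and 100% = 10 µM 1-NA-PP1 full growth; inhibition rescues growth on 5-FOA so higher OD means more RAM inhibition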
STAT1 activator: increases IFN-gamma driven STAT1 reporter signal; NIH 3T3 STAT1-luciferase reporter, luminescence; 100% = IFN-gamma alone, no compound; activation (% of control), % at 5.5 µM; hit rate 2.6% among 200,000;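 active means activation above the screen-wide mean activation plus 3 SD, cut at about 130% in these data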;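 further: raw ratio to IFN-gamma control signal so 100% means no change and 0% no light; values of inactives mirror those of a sister screen read the other way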
STAT1 blocker: reduces IFN-gamma driven STAT1 reporter signal; NIH 3T3 STAT1-luciferase reporter, luminescence; inhibition, % at 5.5 µM; hit rate 0.35% among 200,000; AID 920;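 active means inhibition above a set limit, the mean inhibition across all tested compounds plus 3 SD, cut at about 34% in these data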;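 further: 0% = IFN-gamma with DMSO and 100% = IFN-gamma with 300 µM nifuroxazide; values of inactives mirror those of a sister screen read the other way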
* = called active by the depositor.

SMILES	STAT3 act	APP 5'UTR act	NF-kB expr up	Hsp70 activator	STAT3 blocker	APP 5UTR inh	FLuc inhib CS	RAM network inh	STAT1 activator	STAT1 blocker
O=C(CSc1nnc(-c2ccco2)n1CC1CCCO1)c1ccccc1 (stereo not drawn)	96.7	0.1	1.04	0.1	8.5	-0.1	-0.1	1.6	95.6	4.8
CCOC(=O)C1CCN(C(=O)Nc2ccc3nc(C)c(C)nc3c2)CC1	99.7	4.6	0.95	-0.2	3.2	-4.6	-4.4	0.3	105.7	-6.2
COc1ccc2nc(NC(=O)Cc3cccs3)sc2c1	95.1	70.7	2.92	0.3	6.9	-70.7	19.6	3.8	135.6*	-45.9
CCC(=O)OCC(=O)Nc1cc(S(=O)(=O)N(C)C)ccc1Cl	98.3	16.9	0.87	-0.3	4.5	-16.9	-9.1	2.8	95.9	3.7
CN1CC(=O)NC1=NC(=O)c1cc(F)c(F)cc1Cl	88.9	-13.9	0.97	-0.2	15.3	13.9	-1.6	2.7	103.6	-4.0
Cc1ccc2nc(-c3ccsc3)c(NC3CCCC3)n2c1	103.2	8.5	1.21	-0.1	-2.6	-8.5	8.7	-0.6	100.8	-1.9
CSc1ncccc1-c1nc2ccccc2[nH]1	88.0	22.8	1.13	-0.5	14.7	-22.8	2.8	1.2	99.7	0.3
COc1ccc(N(CC(=O)N2CCN(c3ccc(Cl)cc3)CC2)S(=O)(=O)c2c(C)n[nH]c2C)cc1	95.2	-19.3	0.97	-0.2	13.6	19.3	-3.9	4.0	75.6	26.1
O=C1Nc2cccnc2Sc2ccccc21	94.6	-4.7	1.12	0.3	11.3	4.7	-5.0	1.4	97.2	3.1
c1ccc(Cn2nnc3c(N4CCCCCC4)ncnc32)cc1	125.6	-4.7	0.82	-0.2	-25.3	4.7	-3.1	1.7	96.9	3.4
COc1ccc(NC(=O)C2CC(=O)N(c3cccc(C)c3C)C2)cc1 (stereo not drawn)	99.5	4.9	1.09	-0.1	3.4	-4.9	-3.4	-0.3	109.6	-10.4
O=C(c1ccco1)c1cn(CC(=O)N2CCCC2)c2ccccc12	94.0	-7.5	0.95	-0.3	13.0	7.5	0.7	2.3	96.7	1.5
COc1ccc(C2C(C#N)=C(C)NC3=C2S(=O)(=O)c2ccccc23)cc1 (stereo not drawn)	96.2	-2.1	0.78	-0.2	8.3	2.1	-2.7	1.1	104.2	-6.6
Cc1cc(=O)n2[nH]c(-c3ccco3)nc2n1	103.3	5.1	0.87	-0.2	-3.8	-5.1	1.9	0.5	100.5	-0.5
CC(OC(=O)C1CC=CCC1C(N)=O)C(Cl)=C(Cl)Cl (stereo not drawn)	91.6	0.8	1.06	-0.3	14.8	-0.8	-7.9	-0.1	98.6	1.5
COC(=O)C1=C(C)N=C2SC(C)C(=O)N2C1/C=C/c1ccccc1 (stereo not drawn)	104.3	7.6	1.06	0.2	-1.0	-7.6	-5.7	1.9	100.8	-0.9
CCCc1cc(=O)n2[nH]cnc2n1	100.2	-0.7	1.34	-0.5	3.3	0.7	-6.2	-0.7	95.0	5.5
Cc1cc(C=O)c2c(c1)C=CC1(Oc3ccccc3C(=O)N1C)O2 (stereo not drawn)	94.2	-20.1	0.83	-0.2	10.1	20.1	-5.3	0.1	98.6	3.3
O=C(Nc1ccc(S(=O)(=O)N2CCCCC2c2cccnc2)cc1)c1c(F)cccc1F (stereo not drawn)	106.1	-0.6	0.76	-0.2	-6.8	0.6	-1.7	1.6	98.6	2.2
COc1ccc(NC(=O)Cn2cnc3sc(C)c(S(=O)(=O)N4CCOCC4)c3c2=O)c(OC)c1	102.8	16.8	1.18	0.0	8.5	-16.8	-8.0	3.3	98.1	1.2
O=C(CSc1nc(COc2ccccc2)nc2ccccc12)NC1CCCC1	96.9	19.5	1.16	-0.3	9.3	-19.5	-6.6	4.3	100.1	-0.2
COc1ccc(CCC(=O)NC(C)C)cc1	109.8	-4.2	0.95	-0.3	-8.8	4.2	-2.5	0.4	108.2	-9.3
CN(C)C(=O)CSc1nnc(Cc2ccc3c(c2)OCO3)o1	100.0	24.1	0.9	0.1	7.1	-24.1	2.5	1.4	102.4	-3.7
COc1cc(C(=O)NCc2nnc(SCC(=O)N3CCOCC3)o2)cc(OC)c1OC	99.3	13.0	1.15	-0.1	5.6	-13.0	-5.7	3.3	99.2	0.7
CCN1CCN(C(=O)C(C)Nc2ccc(OC)cc2OC)CC1 (stereo not drawn)	100.5	-0.7	1.29	-0.2	1.8	0.7	1.5	3.0	99.9	-0.6
CCOCCCn1c(=S)[nH]c2cc(C(=O)N3CCN(C)CC3)ccc2c1=O	100.5	-5.3	1	0.1	2.0	5.3	-6.7	-0.6	104.8	-5.2
COC(=O)c1scc(C)c1-n1ccc(C(=O)C(=O)N(C)C)c1	105.3	6.3	0.87	0.5	-2.6	-6.3	-7.5	0.6	99.6	-1.4
O=C1CC(SC(=NCc2ccc3c(c2)OCO3)Nc2ccccc2)C(=O)N1c1ccccc1 (stereo not drawn)	107.8	-9.9	0.94	0.0	-5.5	9.9	-5.4	-0.1	105.4	-5.9
COC(=O)c1ccc(CNC(=O)c2cc3ccccc3oc2=O)cc1	102.0	10.2	0.95	0.1	5.6	-10.2	-7.7	4.4	104.9	-6.7
O=C(NCc1nnc(SCc2ccccc2)n1-c1ccc(F)cc1)C12CC3CC(CC(C3)C1)C2	109.0	-8.4	1.04	-0.3	-12.3	8.4	-3.1	0.4	100.1	-0.1
O=c1[nH]ncc(N/N=C/c2ccccc2)c1Cl	99.8	-4.9	1.49	-0.2	6.1	4.9	-1.8	1.6	96.2	4.1
O=C1c2ccccc2S(=O)(=O)N1CC(O)Cn1ccc2ccccc21 (stereo not drawn)	89.7	2.1	1.04	0.1	15.3	-2.1	-8.5	7.8	106.9	-7.0
COc1cc(C(c2nnnn2C2CCCC2)N2CCc3ccccc3C2)ccc1O (stereo not drawn)	103.9	-10.8	0.96	0.3	2.7	10.8	-10.9	0.0	101.8	-2.0
COc1ccc(CNC(=O)CN(c2ccccc2)S(=O)(=O)N(C)C)cc1	104.3	22.3	0.95	0.6	0.3	-22.3	-0.1	0.1	95.7	3.0
CCN(c1ccccc1)S(=O)(=O)c1ccc(Cl)c(NC(=O)COC(=O)c2ccc[n+]([O-])c2)c1	101.3	11.3	1.12	-0.1	0.8	-11.3	-8.8	1.3	104.2	-5.2
CCOC(=O)C1CCCN(c2c(NCCCN(CC)c3cccc(C)c3)c(=O)c2=O)C1 (stereo not drawn)	100.2	-4.4	1.15	-0.3	3.8	4.4	-3.9	-1.6	93.6	7.0
CCC(CC)C(=O)Nc1ccc(Cl)c(Cl)c1	101.2	-8.0	0.81	0.3	-1.5	8.0	-4.5	0.7	102.5	2.2
Cc1nnc(NC(=O)CSc2cn(CCNC(=O)c3ccccc3)c3ccccc23)s1	104.0	3.1	0.7	-0.3	0.5	-3.1	-8.3	2.7	106.3	-7.0
COc1ccc(CNC(=O)C(C#N)c2nc3ccccc3nc2N2CCCC2)cc1 (stereo not drawn)	105.0	-1.9	0.75	-0.3	4.3	1.9	0.0	6.2	97.4	2.9
Cc1c(C(=O)Nc2nnc(SCc3ccccc3Cl)s2)cccc1[N+](=O)[O-]	108.5	0.0	1	-0.3	-7.4	0.0	-7.1	1.2	91.2	9.8
CC(C)Sc1nc(-c2ccccc2)cc(=O)[nH]1	110.4	-1.3	1.18	-0.3	-9.3	1.3	-3.3	5.6	102.8	-3.2
Cc1sc2ncnc(OCC(=O)c3ccc(S(=O)(=O)N4CCCC4)cc3)c2c1C	98.0	-3.9	0.6	0.5	9.7	3.9	-5.7	2.0	92.1	8.7
Cc1ccc(NC(=O)CSc2nccc(=O)[nH]2)c(S(=O)(=O)N2CCOCC2)c1	104.2	13.1	1.15	-0.3	1.6	-13.1	0.7	0.5	98.7	2.0
CCOc1cc(C2CC(=O)NC3=C2C(=O)C(C(=O)OC)C(C)C3)cc(Br)c1O (stereo not drawn)	105.2	10.5	1.42	-0.2	-2.5	-10.5	0.0	2.1	93.6	7.0
CC(=O)Nc1cccc(/C(C)=N/NC(=O)c2ccc(CN3CCOCC3)cc2)c1	101.2	16.7	1.3	-0.3	2.0	-16.7	-1.3	0.0	102.5	-4.9
COc1ccc(Nc2nc(Cl)nc(N3CCN(c4ccc(OC)cc4)CC3)n2)cc1	89.5	6.0	0.66	-0.2	14.5	-6.0	-5.0	1.7	99.2	-1.0
Nc1nc2ccccc2cc1S(=O)(=O)c1ccccc1	98.5	13.3	0.92	-0.4	5.8	-13.3	-3.7	1.7	94.4	5.6
CCCN(CCC)C(=O)CCSCCC(=O)N(CCC)CCC	107.0	-8.7	1.1	-0.4	-5.5	8.7	-6.9	1.2	99.7	0.3
COc1ccc(NC(=O)NCc2ccccn2)cc1OC	106.4	12.1	1.32	0.1	-6.3	-12.1	-10.0	-0.2	101.6	-1.3
COc1ccc(C(=S)N2CCOCC2)cc1OC(=O)c1cccc([N+](=O)[O-])c1	97.8	18.5	1.02	-0.3	4.2	-18.5	-9.2	0.5	94.3	5.0
Cc1cc(N=Cc2c(O)ccc3ccccc23)no1	134.8*	-8.9	0.98	-0.4	-34.0	8.9	-0.4	-0.3	91.0	9.8
N#CCSc1nc(-c2ccccc2)c2cc(Cl)ccc2n1	95.0	7.7	1.08	-0.6	9.3	-7.7	-9.6	3.7	99.1	1.0

Some of these compounds in order of number of heavy atoms, high to low:
SMILES	STAT3 act	APP 5'UTR act	NF-kB expr up	Hsp70 activator	STAT3 blocker	APP 5UTR inh	FLuc inhib CS	RAM network inh	STAT1 activator	STAT1 blocker
COc1ccc(C(=S)N2CCOCC2)cc1OC(=O)c1cccc([N+](=O)[O-])c1	97.8	18.5	1.02	-0.3	4.2	-18.5	-9.2	0.5	94.3	5.0
Cc1cc(N=Cc2c(O)ccc3ccccc23)no1	134.8*	-8.9	0.98	-0.4	-34.0	8.9	-0.4	-0.3	91.0	9.8
CC(C)Sc1nc(-c2ccccc2)cc(=O)[nH]1	110.4	-1.3	1.18	-0.3	-9.3	1.3	-3.3	5.6	102.8	-3.2

Single records (already shown). Order of values: STAT3 act | APP 5'UTR act | NF-kB expr up | Hsp70 activator | STAT3 blocker | APP 5UTR inh | FLuc inhib CS | RAM network inh | STAT1 activator | STAT1 blocker
`CC(C)Sc1nc(-c2ccccc2)cc(=O)[nH]1` is listed as 110.4 | -1.3 | 1.18 | -0.3 | -9.3 | 1.3 | -3.3 | 5.6 | 102.8 | -3.2
`Cc1ccc(NC(=O)CSc2nccc(=O)[nH]2)c(S(=O)(=O)N2CCOCC2)c1` is listed as 104.2 | 13.1 | 1.15 | -0.3 | 1.6 | -13.1 | 0.7 | 0.5 | 98.7 | 2.0
`N#CCSc1nc(-c2ccccc2)c2cc(Cl)ccc2n1` is listed as 95.0 | 7.7 | 1.08 | -0.6 | 9.3 | -7.7 | -9.6 | 3.7 | 99.1 | 1.0
`Cc1sc2ncnc(OCC(=O)c3ccc(S(=O)(=O)N4CCCC4)cc3)c2c1C` is listed as 98.0 | -3.9 | 0.6 | 0.5 | 9.7 | 3.9 | -5.7 | 2.0 | 92.1 | 8.7
`CC(=O)Nc1cccc(/C(C)=N/NC(=O)c2ccc(CN3CCOCC3)cc2)c1` is listed as 101.2 | 16.7 | 1.3 | -0.3 | 2.0 | -16.7 | -1.3 | 0.0 | 102.5 | -4.9

Source: PubChem BioAssay
